CHT PAM = CHT positive allosteric modulators, primary screen, cell-based, membrane potential dye, choline EC20. CHT-expressing cells; hits give high values; LV-AA mutant CHT in HEK293 cells. AID 488977, 2010. 310,000 compounds, 0.49% hits. B-score at 10 µM;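 active means initial fluorescence not abnormally high and integrated response B-score, plate-corrected, over 3 SD above library mean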
Target sequence (Q9GZV3 whole entry, looked up): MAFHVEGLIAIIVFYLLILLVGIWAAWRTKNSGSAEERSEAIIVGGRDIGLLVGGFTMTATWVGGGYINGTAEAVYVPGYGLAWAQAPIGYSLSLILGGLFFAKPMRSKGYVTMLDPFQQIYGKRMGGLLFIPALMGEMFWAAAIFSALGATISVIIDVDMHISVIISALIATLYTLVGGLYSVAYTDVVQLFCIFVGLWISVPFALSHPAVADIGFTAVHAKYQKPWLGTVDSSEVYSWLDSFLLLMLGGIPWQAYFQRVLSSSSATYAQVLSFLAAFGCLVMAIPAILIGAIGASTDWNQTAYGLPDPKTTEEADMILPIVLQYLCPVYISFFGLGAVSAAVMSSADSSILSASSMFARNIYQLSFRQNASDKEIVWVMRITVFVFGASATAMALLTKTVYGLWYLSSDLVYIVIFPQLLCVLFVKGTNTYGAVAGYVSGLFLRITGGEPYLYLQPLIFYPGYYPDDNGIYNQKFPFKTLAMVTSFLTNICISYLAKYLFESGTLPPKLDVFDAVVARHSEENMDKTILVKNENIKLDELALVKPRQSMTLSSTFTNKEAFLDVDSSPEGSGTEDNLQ
OX1R antagonist = OX1R (HCRTR1) antagonists, primary screen, fluorescence, CHO/OX1R cells, Fluo-8 calcium, orexin A | 330,000 compounds, 0.43% hits | AID 434989, 2010 | Orexin/Hypocretin receptor type 1 (Homo sapiens), O43613 | Fluo-8 calcium fluorescence | inhibition, % at 5 µM;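 active means inhibition above its plate's threshold, mean inhibition of all tested compounds on the plate plus 3 SD, cut at about 37% in these data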;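 further: 0% = orexin A challenge wells and 100% = SB-334867-A antagonist wells; not every result past the cut was called active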
Target sequence (O43613 whole entry, looked up): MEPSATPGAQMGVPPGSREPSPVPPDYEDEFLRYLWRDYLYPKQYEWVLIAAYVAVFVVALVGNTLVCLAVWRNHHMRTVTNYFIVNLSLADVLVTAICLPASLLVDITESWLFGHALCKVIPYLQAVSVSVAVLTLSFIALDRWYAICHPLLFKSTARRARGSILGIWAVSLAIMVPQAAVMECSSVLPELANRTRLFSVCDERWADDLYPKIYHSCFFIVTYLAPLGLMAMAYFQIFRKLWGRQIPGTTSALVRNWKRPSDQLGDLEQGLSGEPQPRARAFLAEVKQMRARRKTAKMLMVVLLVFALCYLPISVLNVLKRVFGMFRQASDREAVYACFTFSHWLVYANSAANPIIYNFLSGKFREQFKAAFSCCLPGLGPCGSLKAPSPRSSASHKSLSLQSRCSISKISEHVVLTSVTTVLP
* hit, by the source's call.

`COc1ccccc1N1CCN(Cc2ccc(Cl)cc2Cl)CC1` gave CHT PAM inactive and OX1R antagonist -31.
`Cn1c(=O)n(CC(=O)N2CCC3(CC2)OCCO3)c(=O)c2ccccc21` gave CHT PAM inactive and OX1R antagonist -8.
Screening COC(=O)c1ccc(C(C(=O)NC2CCCCC2)N(CCN2CCOCC2)C(=O)Cc2cccs2)cc1 (stereo not given) returned CHT PAM inactive and OX1R antagonist -18.
`C=CCn1c(O)c(C(CC)=NCC2CCCO2)c(=O)[nH]c1=O` (stereo not given) gave CHT PAM inactive and OX1R antagonist -14.
For COC(=O)C1=C(c2c(C)noc2C)C[C@@H]2CC[C@H]1N2C(=O)NC1Cc2ccccc2C1 the results were OX1R antagonist -21.
Screening CCC(=O)c1ccc(OC(=O)N(C)c2ccccc2)cc1 returned CHT PAM inactive and OX1R antagonist -7.
`Cn1c(O)c(C=NCc2cccs2)c(=O)n(C)c1=O` gave CHT PAM inactive and OX1R antagonist -4.
`O=C1/C(=C/c2ccccc2)C[C@@]2(O)[C@H]3Cc4ccc(O)c5c4[C@@]2(CCN3CC2CC2)C1O5` (stereo not given in full) gave OX1R antagonist 17.
For CC(O)(CS(=O)(=O)c1cccc(C(F)(F)F)c1)C(=O)Nc1cccc(C(F)(F)F)c1 (stereo not given) the results were CHT PAM inactive and OX1R antagonist -31.
For COC(=O)C1=C(c2c(C)noc2C)C[C@@H]2CC[C@H]1N2C(=O)N1CCOCC1 the results were OX1R antagonist -24.
Screening COc1ccc(CN2CCN(Cc3ccccc3OC)CC2)cc1 returned CHT PAM inactive and OX1R antagonist -33.
`O=C(O)CCC(=O)NCCC1=c2ccccc2=N/C1=C\c1c(O)n(Cc2ccc(F)cc2)c(=S)[nH]c1=O` gave CHT PAM inactive and OX1R antagonist -15.
Screening CC12CN3CC(C)(CN(C1)C31CCOCC1)C2=O returned CHT PAM inactive and OX1R antagonist -25.
`COc1ccc(OCC(=O)N2CCN(C/C=C/c3ccccc3)CC2)cc1` gave CHT PAM inactive and OX1R antagonist -32.
`CCOc1cccc(CNCCc2c(C)[nH]c3ccc(OC(F)(F)F)cc23)c1O` gave CHT PAM inactive and OX1R antagonist 55*.
`C=CCOc1ccc(CC2C(=O)N(C)C(=O)N(C)C2=O)cc1` gave CHT PAM inactive and OX1R antagonist -22.
C/C=C/CC#N was read as OX1R antagonist 5.
Screening CCOC(=O)c1ccc(NC(=O)C2C3C=CC(O3)C2C(=O)O)cc1 (stereo not given) returned CHT PAM inactive and OX1R antagonist -11.
For CCc1ccccc1N1C(=O)/C(=C/c2ccc(N3CCN(C)CC3)o2)C(=O)NC1=S the results were CHT PAM inactive and OX1R antagonist 7.
`CC(=O)Nc1ccccc1C(=O)OCC(=O)Nc1ncccn1` gave CHT PAM inactive and OX1R antagonist 6.
Cn1c2ccccc2c2c(C(=O)N3CCC4(CC3)OCCO4)cn(C3CCCC3)c(=O)c21 was read as CHT PAM inactive and OX1R antagonist -19.
For Cc1ccc2nc3c(cc2c1)CC1(C(=O)N(C)C(=O)N(C)C1=O)C1CCCCN31 (stereo not given) the results were CHT PAM inactive and OX1R antagonist -4.
For CC(=O)[C@H]1CC[C@H]2[C@@H]3CC[C@H]4C[C@H](O)CC[C@]4(C)[C@H]3C(=O)C[C@]12C the results were CHT PAM inactive and OX1R antagonist -11.
CC(=O)NC(C)Cc1ccccc1 (stereo not given) was read as CHT PAM inactive and OX1R antagonist 11.
Screening CNC(C(=O)c1ccccc1)C(OC)c1ccccc1 (stereo not given) returned CHT PAM inactive and OX1R antagonist -10.
`CCCCn1c(O)c(C(CC)=NCCc2ccccc2)c(=O)[nH]c1=O` gave CHT PAM inactive and OX1R antagonist -14.
For CCOC(=O)c1ccc2[nH]c(-c3ccc(S(=O)(=O)F)cc3)cc(=O)c2c1 the results were CHT PAM inactive and OX1R antagonist 13.
Screening COC(=O)C1=C(c2ccc(F)cc2F)C[C@@H]2CC[C@H]1N2C(=O)N1CCOCC1 returned OX1R antagonist -3.
CC(C)CN1CCN(Cc2ccccc2C(F)(F)F)CC1CCO (stereo not given) was read as CHT PAM inactive and OX1R antagonist -21.
COc1ccccc1N(CC(=O)NC1CCCCC1)C(=O)c1cnn(C(C)C)c1 was read as CHT PAM inactive and OX1R antagonist -8.
`O=[N+]([O-])c1cc(F)c(N2CCCC2)cc1N1CCNCC1` gave CHT PAM inactive and OX1R antagonist -44.
`Cc1cc(C)cc(N2C(=O)NC(=O)/C(=C\c3cccn3-c3ccc(Cl)cc3)C2=O)c1` gave CHT PAM inactive and OX1R antagonist -13.
Screening C=CCn1c(O)c(C(C)=Nc2ccc(N(C)C)cc2)c(=O)[nH]c1=O returned CHT PAM inactive and OX1R antagonist -13.
O=[N+]([O-])/C=C1/NCCN1Cc1ccc(Cl)nc1 was read as CHT PAM inactive and OX1R antagonist -8.
`Cc1ccc2c(c1Cl)NC(C(=O)O)C1CC(Sc3ccccc3[N+](=O)[O-])C(Cl)C21` (stereo not given) gave CHT PAM inactive and OX1R antagonist -13.
Screening C[n+]1c(-c2ccccc2)c2cc(N)ccc2c2ccc(N)cc21 returned CHT PAM 9.2* and OX1R antagonist -1.
For CCCCn1c(O)c(C(C)=NCc2cccnc2)c(=O)[nH]c1=O the results were CHT PAM inactive and OX1R antagonist -20.
For CN(C)c1cc[n+](CC(O)C[n+]2ccc(N(C)C)cc2)cc1 the results were CHT PAM 7.7* and OX1R antagonist -7.
For COC(=O)C1=C(c2ccc(C(C)=O)cc2)C[C@@H]2CC[C@H]1N2C(=O)N1CCC(O)(c2ccc(Cl)cc2)CC1 the results were OX1R antagonist -3.
`Clc1cccc(Cl)c1Cl` gave OX1R antagonist -14.
N#CC(Br)Br was read as OX1R antagonist 7.
`CC(Cc1ccccc1)NCc1ccccc1O` (stereo not given) gave CHT PAM inactive and OX1R antagonist -26.
`Cn1c(O)c(/C=C/C=Nc2ccccc2)c(=O)n(C)c1=O` gave CHT PAM inactive and OX1R antagonist -12.
`COc1cccc(CNCCc2ccccc2)c1OC` gave CHT PAM inactive and OX1R antagonist -18.
COc1ccc(C(CNC(=O)CCc2ccsc2)N(C)C)cc1 (stereo not given) was read as CHT PAM inactive and OX1R antagonist -18.
C/C(=C/C=C/[C@@H](C)C(=O)O)[C@H]1CN[C@H](C(=O)O)[C@H]1CC(=O)O was read as CHT PAM inactive and OX1R antagonist 6.
For CC(=O)N1CN2CN(C1)CN(C(C)=O)C2 the results were CHT PAM inactive and OX1R antagonist -14.
For Cc1ccc(N2CCN(CCc3ccccc3)CC2)cc1 the results were CHT PAM inactive and OX1R antagonist -47.

Next part, starting with the last 2 of the part before.
For CC(=O)N1CN2CN(C1)CN(C(C)=O)C2 the results were CHT PAM inactive and OX1R antagonist -14.
For Cc1ccc(N2CCN(CCc3ccccc3)CC2)cc1 the results were CHT PAM inactive and OX1R antagonist -47.
For CC(=O)Nc1ccc(C(=O)OCC(=O)Nc2ccc(Cl)cc2C(=O)c2ccccc2)cc1 the results were CHT PAM inactive and OX1R antagonist -29.
Screening O=P(Nc1cccnc1)(Oc1ccccc1)Oc1ccccc1 returned CHT PAM inactive and OX1R antagonist -3.
`O=C(O)c1nonc1-c1nonc1C(=O)O` gave CHT PAM inactive and OX1R antagonist 15.
Cc1cccc(-n2c(CN3C(=O)c4ccccc4C3=O)nc3ccccc3c2=O)n1 was read as CHT PAM inactive and OX1R antagonist -10.
For CCOC(=O)C1CN(C)CCC1=O (stereo not given) the results were CHT PAM inactive and OX1R antagonist -8.
Screening NS(=O)(=O)c1ccc(N=Cc2c(O)n(-c3ccccc3)c(=O)[nH]c2=O)cc1 returned CHT PAM inactive and OX1R antagonist 1.
`CN1CCN(C(=O)COc2ccc3ccccc3c2Br)CC1` gave CHT PAM inactive and OX1R antagonist -8.
CCC(C)n1c(O)c(C=NCCN2CCOCC2)c(=O)[nH]c1=S (stereo not given) was read as CHT PAM inactive and OX1R antagonist -8.
`CC(=O)N1CCN(c2ccc([N+](=O)[O-])cc2C=C2C(=O)NC(=O)NC2=O)CC1` gave CHT PAM inactive and OX1R antagonist 1.
Screening O=P(NS(=O)(=O)c1ccccc1)(Oc1ccccc1)Oc1ccccc1 returned CHT PAM inactive and OX1R antagonist 3.
For CCCCOc1nc2ccccc2c(=O)n1-c1ccccc1 the results were CHT PAM inactive and OX1R antagonist -14.
For Cc1ccccc1-n1c(O)c(C=NCCN2CCOCC2)c(=O)[nH]c1=O the results were CHT PAM inactive and OX1R antagonist -14.
CC[n+]1c(/C=C/N(C)c2ccccc2)sc2ccc(Cl)cc21 was read as CHT PAM inactive and OX1R antagonist -11.
CN(C)CC#CCOCCOCCC#N was read as CHT PAM inactive and OX1R antagonist 1.
`COC(=O)C1=C(c2ccc(F)cc2F)C[C@@H]2CC[C@H]1N2C(=O)N1CCC(O)(c2ccc(Cl)cc2)CC1` gave OX1R antagonist -15.
C[N+]12CCC(CC1)C(=C(c1ccccc1)c1ccccc1)C2 was read as CHT PAM inactive and OX1R antagonist -13.
COc1cc(CC(=O)N2C[C@H]3C[C@@H](C2)c2cccc(=O)n2C3)cc(OC)c1OC was read as OX1R antagonist -10.
Screening CCOC(=O)c1ccccc1N returned OX1R antagonist -9.
Cc1cccc(NP(C)(=O)c2nc3c(s2)CCCC3)c1 (stereo not given) was read as CHT PAM inactive and OX1R antagonist -1.
O=C(c1ccc2c3c(cccc13)CC2)C1CCCN(CC2CC2)C1 (stereo not given) was read as CHT PAM inactive and OX1R antagonist -33.
`COCCNP(=O)(c1ccccc1)c1nc2ccccc2s1` (stereo not given) gave CHT PAM inactive and OX1R antagonist -13.
For CC(C)OP(=O)(Oc1ccc(C(O)C(Cl)(Cl)Cl)cc1)OC(C)C (stereo not given) the results were CHT PAM inactive and OX1R antagonist 0.
`CCCCNc1ccncc1S(=O)(=O)NC(=O)NC(C)C` gave CHT PAM inactive and OX1R antagonist -7.
For COC(=O)C(O)(c1ccc(NC(=S)NC(=O)c2ccccc2)cc1)C(F)(F)F (stereo not given) the results were CHT PAM inactive and OX1R antagonist -5.

Arranged by heavy-atom count (lowest first): eleven of the compounds above
Screening CCOC(=O)c1ccccc1N returned OX1R antagonist -9.
CN(C)CC#CCOCCOCCC#N was read as CHT PAM inactive and OX1R antagonist 1.
Cc1cccc(NP(C)(=O)c2nc3c(s2)CCCC3)c1 (stereo not given) was read as CHT PAM inactive and OX1R antagonist -1.
`CCCCNc1ccncc1S(=O)(=O)NC(=O)NC(C)C` gave CHT PAM inactive and OX1R antagonist -7.
CC[n+]1c(/C=C/N(C)c2ccccc2)sc2ccc(Cl)cc21 was read as CHT PAM inactive and OX1R antagonist -11.
CCC(C)n1c(O)c(C=NCCN2CCOCC2)c(=O)[nH]c1=S (stereo not given) was read as CHT PAM inactive and OX1R antagonist -8.
O=C(c1ccc2c3c(cccc13)CC2)C1CCCN(CC2CC2)C1 (stereo not given) was read as CHT PAM inactive and OX1R antagonist -33.
For Cc1ccccc1-n1c(O)c(C=NCCN2CCOCC2)c(=O)[nH]c1=O the results were CHT PAM inactive and OX1R antagonist -14.
`CC(=O)N1CCN(c2ccc([N+](=O)[O-])cc2C=C2C(=O)NC(=O)NC2=O)CC1` gave CHT PAM inactive and OX1R antagonist 1.
COc1cc(CC(=O)N2C[C@H]3C[C@@H](C2)c2cccc(=O)n2C3)cc(OC)c1OC was read as OX1R antagonist -10.
`COC(=O)C1=C(c2ccc(F)cc2F)C[C@@H]2CC[C@H]1N2C(=O)N1CCC(O)(c2ccc(Cl)cc2)CC1` gave OX1R antagonist -15.

Next records follow:
`CCC(C)n1c(O)c(C=NCC2CCCO2)c(=O)[nH]c1=S` (stereo not given) gave CHT PAM inactive and OX1R antagonist -13.
Screening CCCCCCC(=O)N/N=C/c1c(O)n(CCc2ccccc2)c(=O)[nH]c1=O returned CHT PAM inactive and OX1R antagonist -26.
Cc1cccc(NP(=O)(Oc2ccccc2F)Oc2ccccc2F)c1C was read as CHT PAM inactive and OX1R antagonist 6.
CCCCn1c(O)c(/C=N/NC(=O)c2ccncc2)c(=O)[nH]c1=O was read as CHT PAM inactive and OX1R antagonist -12.
`COc1ccc(-n2c(/C=C/c3ccc(O)cc3)nc3ccccc3c2=O)cc1` gave CHT PAM inactive and OX1R antagonist -15.
For O=c1c2ccccc2nc(/C=C/c2ccccn2)n1-c1ccccc1 the results were CHT PAM inactive and OX1R antagonist -2.
CC1(C)CC(=O)C(C=NCCN2CCN(C(=O)Cc3ccc(Cl)cc3)CC2)=C(O)C1 was read as CHT PAM inactive and OX1R antagonist -18.
`CN[C@@H]1C[C@@H](c2ccc(Cl)c(Cl)c2)c2ccccc21` gave CHT PAM inactive and OX1R antagonist -7.
Screening COc1ccc(/C=C2/C(=O)NC(=O)N(C3CCCCC3)C2=O)cc1CSc1ccccn1 returned CHT PAM inactive and OX1R antagonist -4.
For CC1CCSP(=O)(Oc2ccccc2)O1 (stereo not given) the results were CHT PAM inactive and OX1R antagonist -9.
Screening CC1(C)C2SCC(=O)N2CCN1CC(=O)NN (stereo not given) returned CHT PAM inactive and OX1R antagonist -8.
O=C1C2CCCC1C(N1CCCCC1)CC2 (stereo not given) was read as CHT PAM inactive.
c1ccc2c(CNC3CCCCCC3)c[nH]c2c1 was read as CHT PAM inactive and OX1R antagonist -19.
`Cc1ccccc1O` gave OX1R antagonist -4.

An excerpt, so the mix of outcomes need not match the whole.
